Compound activity: PubChem BioAssay, several laboratories
NR2F2 inh – NR2F2 transcriptional activity inhibitors, primary screen, cell-based, luciferase reporter, HEK293T, luminescence; COUP transcription factor 2 (Homo sapiens), P24468; HEK293T NGFI-A luciferase reporter; inhibition, % at 8.6 µM; 370,000 compounds, 0.7% hits; AID 686940, 2013;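 active means inhibition above a per-plate cutoff, mean inhibition of test wells between control levels plus 3 SD, cut at about 38% in these data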;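 further: cells cotransfected with COUP-TFII expression vector driving the NGFI-A reporter; 0% = median of COUP-TF2 test wells and 100% = reporter-only cells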
Target sequence (P24468 whole entry, looked up): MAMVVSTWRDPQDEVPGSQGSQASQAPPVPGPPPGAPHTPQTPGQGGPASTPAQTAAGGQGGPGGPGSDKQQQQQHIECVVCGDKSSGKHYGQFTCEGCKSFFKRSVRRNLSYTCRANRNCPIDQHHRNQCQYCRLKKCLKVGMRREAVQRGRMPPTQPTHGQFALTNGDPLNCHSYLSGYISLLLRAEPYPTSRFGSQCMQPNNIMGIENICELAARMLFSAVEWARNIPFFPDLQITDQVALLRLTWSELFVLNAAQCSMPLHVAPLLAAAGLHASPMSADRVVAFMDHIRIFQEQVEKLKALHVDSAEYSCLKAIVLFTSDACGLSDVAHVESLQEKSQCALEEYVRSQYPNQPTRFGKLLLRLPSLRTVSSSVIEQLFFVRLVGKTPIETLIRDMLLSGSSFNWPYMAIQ
C8 TRAIL sens – viability loss with TRAIL in NB7+C8 cells, primary screen, TRAIL sensitizer project, cell-based, ATPlite luminescence; inhibition (viability loss, TRAIL sensitization), % at 10 µM; 360,000 compounds, 1% hits;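 active means compounds causing at least 50% loss of cell viability in the single-dose screen, relative to plate controls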
LRH-1 inv ag – LRH-1 (NR5A2) inverse agonists, primary screen, cell-based, luminescence, HEK293T, StAR-luciferase reporter. AID 602396, 2012. inhibition, % at 3.6 µM. LRH-1 transfected, 24 h. 360,000 compounds, 0.13% hits;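 active means inhibition above the mean inhibition of all tested compounds plus 3 SD, cut at about 73% in these data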;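 further: 0% = DMSO wells and 100% = reporter-only cells lacking LRH-1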
TROY NFkB inh – inhibitors of TROY-driven NF-kB signaling, primary screen, Q293 LMP1-TROYcd cells, NF-kB luciferase, uHTS; Q293 LMP1-TROYcd NF-kB luciferase reporter, 4 h; inhibition, % at 10 µM; 360,000 compounds, 0.98% hits;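 active means compounds whose plate-normalised and pattern-corrected inhibition of the luciferase reporter signal at the single screening dose is 50% or more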
TLR9-MyD88 inh – inhibitors of TLR9-MyD88 association in cells, primary screen, cell-based, CHO, BLA complementation, fluorescence; 340,000 compounds, 0.21% hits; CCF4 FRET ratio; inhibition, % at 4.98 µM; Toll-like receptor 9 (Homo sapiens) + Myeloid differentiation primary response protein …;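 active means inhibition above the mean over all tested compounds plus 3 SD, cut at about 21% in these data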;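 further: 0% = DMSO only wells and 100% = clavulanate BLA inhibitor control wells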
NOD2 RIPK2 PPI – NOD2-RIPK2 binding disruptors in cells, primary screen, fluorescence, CHO cells, BLA complementation. CCF4 ratio. inhibition, % at 4.98 µM. 360,000 compounds, 0.38% hits. AID 624267, 2012; in the data active means inhibition above about 21%;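 further: 0% = vehicle only and 100% = reference blocker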
Target sequence (O43353 whole entry, looked up): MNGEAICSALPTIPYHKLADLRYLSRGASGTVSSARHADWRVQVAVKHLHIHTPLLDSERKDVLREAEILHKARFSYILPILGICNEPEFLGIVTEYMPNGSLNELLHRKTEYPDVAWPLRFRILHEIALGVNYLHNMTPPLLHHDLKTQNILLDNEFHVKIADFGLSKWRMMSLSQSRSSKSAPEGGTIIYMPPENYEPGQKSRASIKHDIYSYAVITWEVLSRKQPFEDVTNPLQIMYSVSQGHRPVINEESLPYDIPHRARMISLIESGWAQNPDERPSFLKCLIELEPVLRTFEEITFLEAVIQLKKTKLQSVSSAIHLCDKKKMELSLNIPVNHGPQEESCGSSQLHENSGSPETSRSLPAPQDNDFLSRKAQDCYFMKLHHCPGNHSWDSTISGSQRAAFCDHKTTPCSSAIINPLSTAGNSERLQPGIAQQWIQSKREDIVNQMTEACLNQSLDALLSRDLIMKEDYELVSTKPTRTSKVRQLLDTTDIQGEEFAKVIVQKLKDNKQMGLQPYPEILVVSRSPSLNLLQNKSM
SRC1 inh – SRC1 coactivator transcriptional activity inhibitors, primary screen, cell-based, luminescence; HEK293 GAL4-SRC1 luciferase reporter; 360,000 compounds, 0.12% hits; Nuclear receptor coactivator 1 (Homo sapiens), Q15788; inhibition, % at 3.6 µM;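 active means inhibition above the campaign mean plus 3 SD, with each screening campaign given its own cutoff, cut at about 60% in these data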;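 further: 0% = DMSO treated cells and 100% = gossypol at 36 µM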
Vif imaging – HIV Vif self-association inhibitors, primary screen, imaging, HEK293T, single point. HEK293T cells, Vif self-association by quenched fluorescence, 24 h. inhibition, % at 7.49 µM. 340,000 compounds, 0.35% hits. AID 602346, 2012; in the data active means inhibition above about 50%, passing the limit was not always enough; further: some results filed as inactive read as strong as hits
EBV LMP1 NFkB – EBV LMP1-driven NF-kappaB luciferase reporter inhibitors, primary screen, cell-based, luminescence, single point. inhibition, % at 12.5 µM. LMP1-induced NF-kappaB luciferase reporter cells. 350,000 compounds, 0.69% hits. AID 504558, 2011; in the data active means inhibition above about 41%;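 further: 0% = neutral control wells and 100% = reference inhibitor control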
NCOA2 inhibitor – inhibition of GAL4-SRC2 driven luciferase reporter, primary screen, SRC2 inhibitor project, cell-based, luminescence | inhibition, % at 9 µM | 370,000 compounds, 0.17% hits | Nuclear receptor coactivator 2 (Homo sapiens), Q15596 | HEK293 GAL4-SRC2 luciferase reporter;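 active means inhibition above the mean inhibition of all tested compounds plus 3 SD, set per campaign, cut at about 52% in these data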;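 further: 0% = DMSO treated cells and 100% = cells given Gossypol at 36 µM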
SRC3 inh – SRC3 coactivator transcriptional activity inhibitors, primary screen, cell-based, luminescence | 360,000 compounds, 0.17% hits | AID 588352, 2011 | Nuclear receptor coactivator 3 (Homo sapiens), Q9Y6Q9 | HEK293 GAL4-SRC3 luciferase reporter | inhibition, % at 3.6 µM;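 active means inhibition above a per-campaign cutoff, the mean of all compounds plus 3 SD, cut at about 60% in these data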;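 further: 0% = DMSO-treated cells and 100% = gossypol-treated cells at 36 µM; higher means less SRC3-driven luciferase light from the GAL4 reporter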
Starred values were filed as active, the others as inactive.

How did C/C(=N\S(=O)(=O)c1ccc(C)cc1)N1CCN(S(=O)(=O)c2ccccc2)C1C(C)C (stereo not drawn) do in these assays?
NR2F2 inh: 9.3; C8 TRAIL sens: 11.1; LRH-1 inv ag: -12.9; TROY NFkB inh: -3.5; TLR9-MyD88 inh: 1.2; NOD2 RIPK2 PPI: 12.7; SRC1 inh: -0.2; Vif imaging: 0.9; EBV LMP1 NFkB: -4.7; NCOA2 inhibitor: 16.6; SRC3 inh: 14.9

Results for CC(=O)NC(CC(=O)Nc1ccc(S(=O)(=O)NC2=NCCCCC2)cc1)c1ccccc1 (stereo not drawn) ?
NR2F2 inh: 4.9; C8 TRAIL sens: -10.3; LRH-1 inv ag: 6.5; TROY NFkB inh: -0.4; TLR9-MyD88 inh: -10.3; NOD2 RIPK2 PPI: -0.8; SRC1 inh: -12.7; Vif imaging: 1.4; EBV LMP1 NFkB: -3.7; NCOA2 inhibitor: -9.3; SRC3 inh: -0.7

What do the screens show for `COc1ccc(NS(=O)(=O)c2ccc3c(c2)N(C(C)=O)CCS3)cc1`?
NR2F2 inh: -0.9; C8 TRAIL sens: -1.9; LRH-1 inv ag: 19.0; TROY NFkB inh: -5.3; TLR9-MyD88 inh: -7.4; NOD2 RIPK2 PPI: -2.7; SRC1 inh: 9.2; Vif imaging: 14.8; EBV LMP1 NFkB: 3.6; NCOA2 inhibitor: 20.5; SRC3 inh: 10.1

Results for Cc1ccc(Nc2nc(N)nc(N)c2N=O)cc1Cl ?
NR2F2 inh: 6.9; C8 TRAIL sens: 0.6; LRH-1 inv ag: 23.1; TROY NFkB inh: 16.0; NOD2 RIPK2 PPI: 3.2; NCOA2 inhibitor: -19.7

Results for Cc1oc(-c2ccc(Cl)cc2)nc1CN1CCC(C(=O)N2CCN(Cc3ccccc3)CC2)CC1 ?
NR2F2 inh: 39.0*; C8 TRAIL sens: 14.1; LRH-1 inv ag: -5.2; TROY NFkB inh: 29.2; TLR9-MyD88 inh: 3.0; NOD2 RIPK2 PPI: 7.1; SRC1 inh: 2.9; Vif imaging: 3.4; EBV LMP1 NFkB: -7.0; NCOA2 inhibitor: -11.8; SRC3 inh: 2.1

How did COc1cccc(-c2c(NC(=O)c3ccco3)oc3ccc(Cl)cc3c2=O)c1 do in these assays?
NR2F2 inh: 6.7; C8 TRAIL sens: 1.2; LRH-1 inv ag: -7.3; TROY NFkB inh: 5.5; TLR9-MyD88 inh: 5.5; NOD2 RIPK2 PPI: 11.2; SRC1 inh: -6.2; Vif imaging: 3.8; EBV LMP1 NFkB: 6.9; NCOA2 inhibitor: -25.9; SRC3 inh: 4.6

Results for Cc1ccc(OCC(=O)Nc2ccc3c(c2)C(=O)NC3=O)cc1 ?
NR2F2 inh: -5.4; C8 TRAIL sens: 10.7; LRH-1 inv ag: 2.8; TROY NFkB inh: -16.3; TLR9-MyD88 inh: -11.6; NOD2 RIPK2 PPI: 2.2; SRC1 inh: -9.4; Vif imaging: 3.7; EBV LMP1 NFkB: -0.6; NCOA2 inhibitor: -37.7; SRC3 inh: -10.4

Results for O=C(Nc1ccc(F)cc1)C1CCC(CNc2c(N3CCCCC3)c(=O)c2=O)CC1 (stereo not drawn) ?
NR2F2 inh: -11.1; C8 TRAIL sens: 6.2; LRH-1 inv ag: 8.7; TROY NFkB inh: -2.3; TLR9-MyD88 inh: -1.2; NOD2 RIPK2 PPI: -2.5; SRC1 inh: -25.4; Vif imaging: -0.6; EBV LMP1 NFkB: 0.4; NCOA2 inhibitor: 10.2; SRC3 inh: 2.0

How did Cc1cccc(OCC(=O)NNS(=O)(=O)c2ccccc2F)c1 do in these assays?
NR2F2 inh: -20.2; C8 TRAIL sens: 11.1; LRH-1 inv ag: -13.9; TROY NFkB inh: 3.8; TLR9-MyD88 inh: -3.3; NOD2 RIPK2 PPI: 3.3; SRC1 inh: 9.5; Vif imaging: 4.5; EBV LMP1 NFkB: -1.3; NCOA2 inhibitor: -6.7; SRC3 inh: 12.2

What do the screens show for `CCOC(=O)c1cc(S(=O)(=O)N2CCN(c3ccccc3OC)CC2)cn1C`?
NR2F2 inh: 5.0; C8 TRAIL sens: 29.0; LRH-1 inv ag: 6.5; TROY NFkB inh: 9.2; TLR9-MyD88 inh: 10.4; NOD2 RIPK2 PPI: 1.9; SRC1 inh: -6.8; Vif imaging: -6.1; EBV LMP1 NFkB: 4.9; NCOA2 inhibitor: -17.2; SRC3 inh: 5.7

What do the screens show for `COC(=O)[C@@]12CCCN1[C@H](c1ccc(-c3ccc(OC)cc3)c(OC)c1)[C@H]1C(=O)N(C)C(=O)[C@H]12`?
NR2F2 inh: -6.9; C8 TRAIL sens: -15.7; LRH-1 inv ag: -3.1; TROY NFkB inh: 1.0; TLR9-MyD88 inh: -1.2; NOD2 RIPK2 PPI: -1.6; SRC1 inh: -18.3; Vif imaging: -1.3; EBV LMP1 NFkB: 2.3; NCOA2 inhibitor: 19.3; SRC3 inh: 7.7

What do the screens show for `CCOc1ccc(S(=O)(=O)N2CCN(CCNS(=O)(=O)c3ccc(C)cc3)CC2)cc1`?
NR2F2 inh: -2.7; C8 TRAIL sens: 0.2; LRH-1 inv ag: 6.2; TROY NFkB inh: -11.7; TLR9-MyD88 inh: -5.5; NOD2 RIPK2 PPI: 2.6; SRC1 inh: -11.0; Vif imaging: -4.3; EBV LMP1 NFkB: 2.6; NCOA2 inhibitor: -18.1; SRC3 inh: 13.6

How did CCCCOC(=O)Nc1ccc(C(N)=O)cc1 do in these assays?
NR2F2 inh: -43.2; C8 TRAIL sens: 1.1; LRH-1 inv ag: -63.3; TROY NFkB inh: -21.6; TLR9-MyD88 inh: -7.6; NOD2 RIPK2 PPI: -8.5; SRC1 inh: -47.5; Vif imaging: 7.5; EBV LMP1 NFkB: -20.4; NCOA2 inhibitor: -48.1; SRC3 inh: -30.4

How did Cc1cc(C)cc(N(C(=O)c2ccccn2)C(C(=O)NC2CCCCC2)c2ccncc2)c1 (stereo not drawn) do in these assays?
NR2F2 inh: 10.3; C8 TRAIL sens: 11.1; LRH-1 inv ag: 9.7; TROY NFkB inh: 4.2; TLR9-MyD88 inh: 4.0; NOD2 RIPK2 PPI: 1.7; SRC1 inh: -1.1; Vif imaging: 2.3; EBV LMP1 NFkB: -7.5; NCOA2 inhibitor: -2.8; SRC3 inh: 3.0

Results for Cc1cc(C)n2nc(CNS(=O)(=O)c3ccc(F)cc3)nc2n1 ?
NR2F2 inh: -28.0; C8 TRAIL sens: -7.3; LRH-1 inv ag: -24.3; TROY NFkB inh: 14.6; TLR9-MyD88 inh: -6.3; NOD2 RIPK2 PPI: 5.6; SRC1 inh: 3.3; Vif imaging: 5.7; EBV LMP1 NFkB: 4.7; NCOA2 inhibitor: -17.9; SRC3 inh: 14.9

Results for Nc1nonc1-n1nnc(C(=O)N/N=C/c2ccccc2Cl)c1-c1ccccc1 ?
NR2F2 inh: 3.7; C8 TRAIL sens: 6.2; LRH-1 inv ag: -1.0; TROY NFkB inh: -9.3; TLR9-MyD88 inh: 6.0; NOD2 RIPK2 PPI: -0.5; SRC1 inh: 0.6; Vif imaging: -4.1; EBV LMP1 NFkB: 3.7; NCOA2 inhibitor: -13.1; SRC3 inh: 7.9

What do the screens show for `Cc1ccc(S(=O)(=O)N2CCOCC2)cc1NC(=O)COC(=O)COc1ccc(C#N)cc1`?
NR2F2 inh: -2.6; C8 TRAIL sens: -23.0; LRH-1 inv ag: -1.9; TROY NFkB inh: -4.1; TLR9-MyD88 inh: -16.4; NOD2 RIPK2 PPI: -2.8; SRC1 inh: 4.3; Vif imaging: 18.9; EBV LMP1 NFkB: -1.5; NCOA2 inhibitor: 22.1; SRC3 inh: -9.3

How did CO/N=C/c1ccc(Sc2ccccc2)c([N+](=O)[O-])c1 do in these assays?
NR2F2 inh: -14.3; C8 TRAIL sens: -7.3; LRH-1 inv ag: 20.8; TROY NFkB inh: -32.0; TLR9-MyD88 inh: -9.2; NOD2 RIPK2 PPI: 2.1; SRC1 inh: 3.4; Vif imaging: 7.5; EBV LMP1 NFkB: 5.9; NCOA2 inhibitor: 1.7; SRC3 inh: 21.9

How did Nc1cccc(CN2CCCC2)c1 do in these assays?
NR2F2 inh: 9.3; C8 TRAIL sens: -4.0; LRH-1 inv ag: 9.1; TROY NFkB inh: 15.6; TLR9-MyD88 inh: -5.8; NOD2 RIPK2 PPI: -11.1; SRC1 inh: 13.3; Vif imaging: -1.8; EBV LMP1 NFkB: 13.1; NCOA2 inhibitor: -3.0; SRC3 inh: 14.6

Results for Cc1cccc2cc(CN(C(=O)c3cnccn3)C3CCCCC3)c(Cl)nc12 ?
NR2F2 inh: 12.3; C8 TRAIL sens: -13.5; LRH-1 inv ag: -26.2; TROY NFkB inh: 1.4; TLR9-MyD88 inh: -2.2; NOD2 RIPK2 PPI: 5.0; SRC1 inh: 6.7; Vif imaging: -15.0; EBV LMP1 NFkB: -1.8; NCOA2 inhibitor: 23.2; SRC3 inh: 15.7

How did O=C1CCCN1CC(O)CS(=O)(=O)Cc1ccccc1Cl (stereo not drawn) do in these assays?
NR2F2 inh: -15.7; C8 TRAIL sens: -6.0; LRH-1 inv ag: -1.7; TROY NFkB inh: -6.8; TLR9-MyD88 inh: -3.9; NOD2 RIPK2 PPI: -4.2; SRC1 inh: -19.4; Vif imaging: 6.0; EBV LMP1 NFkB: -5.9; NCOA2 inhibitor: 4.8; SRC3 inh: -0.5

What do the screens show for `CN(C(=O)c1ccco1)c1nc(-c2ccc(F)cc2)cs1`?
NR2F2 inh: -20.7; C8 TRAIL sens: 9.7; LRH-1 inv ag: -88.6; TROY NFkB inh: -25.4; TLR9-MyD88 inh: 4.3; NOD2 RIPK2 PPI: -5.8; SRC1 inh: -68.1; Vif imaging: 20.4; EBV LMP1 NFkB: -18.9; NCOA2 inhibitor: -38.4; SRC3 inh: -69.3

How did Cn1c(NC(=O)c2cccs2)cc(=O)n(C)c1=O do in these assays?
NR2F2 inh: -22.4; C8 TRAIL sens: -4.6; LRH-1 inv ag: 20.2; TROY NFkB inh: 4.5; TLR9-MyD88 inh: 3.4; NOD2 RIPK2 PPI: -16.4; SRC1 inh: -2.6; Vif imaging: -2.7; EBV LMP1 NFkB: -34.6; NCOA2 inhibitor: -6.5; SRC3 inh: -7.2

Some of the compounds tested. The share of hits here may be higher or lower than overall.
